SIAE primary: human SIAE inhibitors, primary screen, biochemical, fluorescence polarization, FP-Rh probe, 1536-well HTS. SIAE FP-Rh probe binding. AID 1053197, 2014. Sialate O-acetylesterase (Homo sapiens), Q9HAT2. inhibition, % at 9.66 µM. actives 0.69% (n = 370,000);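 active means inhibition above a cutoff: mean of compounds within the control limits plus 3 SD of those, cut at about 17% in these data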;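 further: 0% = plate median of compound wells and 100% = probe without SIAE protein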
rCAG binder: binders of r(CAG) RNA repeats, primary screen, biochemical, fluorescence. r(CAG) RNA repeat, TO-PRO-1 dye displacement fluorescence. inhibition, % at 3 µM. actives 1.3% (n = 370,000). AID 651821, 2012;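 active means inhibition above the plate cutoff, the mean of all test compounds on that plate plus 3 SD, cut at about 35% in these data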;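 further: 0% = DMSO alone and 100% = 100 µM mitoxantrone as full dye displacement; higher means more dye released from RNA so lower well fluorescence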
PRMT1 inh: PRMT1 methyltransferase inhibitors, primary screen, biochemical, fluorescence polarization. Protein arginine N-methyltransferase 1 (Homo sapiens), Q99873. recombinant PRMT1, activity-based probe fluorescence polarization. inhibition, % at 2.79 µM. actives 1.3% (n = 370,000);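 active means inhibition above about 21% made by adding two undisclosed values, limit read from the data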
MBD2 DNA inh: inhibitors of MBD2 binding to methylated DNA, primary screen, biochemical, TR-FRET, DNA-binding domain, human | AID 686964, 2013 | actives 0.31% (n = 370,000) | inhibition, % at 4.4 µM | MBD2 binding to methylated oligonucleotide; in the data active means inhibition above about 13%
UHRF1 binding: UHRF1 methylated DNA binding inhibitors, primary screen, counter-screen for MBD2 inhibitor project, biochemical, TR-FRET, human UHRF1, single concentration | inhibition, % at 4.4 µM | actives 0.75% (n = 370,000) | UHRF1 binding to methylated oligo | E3 ubiquitin-protein ligase UHRF1 (Homo sapiens), Q96T88; in the data active means inhibition above about 21%;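 further: UHRF1 SRA domain binding a hemimethylated CpG hairpin DNA probe; 0% = median of test compound wells and 100% = reference inhibitor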
Target sequence (Q96T88 whole entry, looked up, the tested form may be a part): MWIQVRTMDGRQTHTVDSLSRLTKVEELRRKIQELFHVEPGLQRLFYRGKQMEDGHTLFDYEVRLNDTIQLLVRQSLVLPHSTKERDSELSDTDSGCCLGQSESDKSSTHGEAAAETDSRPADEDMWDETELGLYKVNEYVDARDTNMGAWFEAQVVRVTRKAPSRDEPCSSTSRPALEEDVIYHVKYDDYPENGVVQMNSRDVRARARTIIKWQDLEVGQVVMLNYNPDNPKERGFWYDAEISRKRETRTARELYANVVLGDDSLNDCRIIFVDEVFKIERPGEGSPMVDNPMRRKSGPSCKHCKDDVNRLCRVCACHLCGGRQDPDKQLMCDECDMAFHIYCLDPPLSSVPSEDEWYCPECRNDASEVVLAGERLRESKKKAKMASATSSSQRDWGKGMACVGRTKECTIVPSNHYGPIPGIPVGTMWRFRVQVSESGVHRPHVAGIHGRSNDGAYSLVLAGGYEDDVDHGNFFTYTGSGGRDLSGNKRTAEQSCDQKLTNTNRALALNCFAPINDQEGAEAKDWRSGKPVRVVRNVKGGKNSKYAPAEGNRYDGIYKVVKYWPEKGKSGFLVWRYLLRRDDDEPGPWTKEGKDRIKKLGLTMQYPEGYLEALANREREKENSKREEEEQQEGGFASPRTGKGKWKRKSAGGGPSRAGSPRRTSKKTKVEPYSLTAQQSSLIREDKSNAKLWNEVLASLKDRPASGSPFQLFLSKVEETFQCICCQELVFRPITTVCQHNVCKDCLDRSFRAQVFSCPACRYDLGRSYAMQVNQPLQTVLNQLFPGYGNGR
TCR CD3 inh: inhibitors of human TCR-CD3 interaction, primary screen, biochemical, fluorescence, TAMRA-labeled TCR probe; AID 651800, 2012; actives 0.37% (n = 360,000); T-cell receptor (TCR); inhibition, % at 9.4 µM; in the data active means inhibition above about 19%;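 further: recombinant mutant TCR 2C K166C tagged with TAMRA read by polarization; 0% = receptor in buffer alone and 100% = receptor with positive control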
ABHD4 inh: ABHD4 inhibitors, primary screen, biochemical, fluorescence polarization, mouse. AID 720543, 2013. (Lyso)-N-acylphosphatidylethanolamine lipase (Mus musculus), Q8VD66. purified mABHD4, FP-Rh probe fluorescence polarization. inhibition, % at 8.92 µM. actives 0.54% (n = 370,000);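 active means inhibition exceeding the mean over every tested compound plus 3 SD, cut at about 30% in these data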;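 further: 0% = plate median of compound wells and 100% = S159A mutant with DMSO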
Target sequence (Q8VD66 whole entry, looked up): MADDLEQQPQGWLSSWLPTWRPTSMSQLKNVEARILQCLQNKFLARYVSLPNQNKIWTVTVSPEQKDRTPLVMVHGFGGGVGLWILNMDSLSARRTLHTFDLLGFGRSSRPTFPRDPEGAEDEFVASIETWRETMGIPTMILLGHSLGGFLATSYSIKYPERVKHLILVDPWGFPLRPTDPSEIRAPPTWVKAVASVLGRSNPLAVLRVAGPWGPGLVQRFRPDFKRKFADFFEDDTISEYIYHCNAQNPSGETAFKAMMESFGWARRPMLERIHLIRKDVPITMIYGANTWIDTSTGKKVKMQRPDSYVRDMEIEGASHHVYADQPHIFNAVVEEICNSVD
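Test system: mABHD4 protein | Buffer or medium: HEPES pH 7.0 buffer, 150 mM NaCl, 0.01% Pluronic F-127 | Probe or stimulus: FP-Rh fluorescent activity-based probe, added after compound pre-incubation | Timing: Pre-incubation 45 min, probe exposure 60 min, at 25 °C | Technique: Fluorescence polarization, excitation 525 nm, emission 598 nm, BODIPY TMR filters | Repeats: Single well per compound (singlicate)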
NPR2 activator: human GC-B receptor activators, primary screen, HEK293 GC-B cells, cGMP TR-FRET, EC30 CNP | Atrial natriuretic peptide receptor 2 (Homo sapiens), P20594 | 0% at EC30 CNP, 100% saturating CNP | activation, % at 10 µM | actives 0.11% (n = 370,000) | AID 1920062, 2024;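 active means activation at 10 µM reaching about 35% in either raw or pattern-adjusted values, limit read from the data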
HTRA1 inhibitor: HTRA1 serine protease inhibitors, primary screen, biochemical, fluorescence polarization, HTS; Q92743; recombinant HTRA1, FP-rhodamine activity-based probe; inhibition, % at 5.96 µM; actives 0.5% (n = 340,000); in the data active means inhibition above about 36%;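 further: 0% = enzyme with DMSO and 100% = wells lacking enzyme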
NPR1 activator: GC-A stimulated cGMP production enhancers – HEK293 GC-A cells, cGMP TR-FRET, EC30 ANP, primary screen. Atrial natriuretic peptide receptor 1 (Homo sapiens), P16066. 0% at EC30 ANP, 100% saturating ANP. activation, % at 10 µM. actives 0.14% (n = 370,000). AID 1671463, 2021; in the data active means activation above about 40%
* = called active by the depositor; / = no result given. An excerpt; rates above refer to the full screens.

Each structure is followed by: SIAE primary	rCAG binder	PRMT1 inh	MBD2 DNA inh	UHRF1 binding	TCR CD3 inh	ABHD4 inh	NPR2 activator	HTRA1 inhibitor	NPR1 activator
1) CCn1ncc(Br)c1C(=O)Nc1ccc(Cl)cn1
  0	0	1	2	5	-3	1	3	-1	0
2) COc1ccc(S(=O)(=O)c2c[nH]c(=S)[nH]c2=O)cc1Cl
  0	9	8	2	4	-5	-1	2	0	4
3) Cc1ccc(-c2n[nH]c(=S)n2/N=C/c2sccc2C)cc1
  3	20	4	-1	-2	5	-2	0	-4	9
4) O=C(c1ccc2ncsc2c1)N1CCN(c2ccc(O)cc2)CC1
  3	3	8	-5	0	-2	8	7	1	2
5) O=C(Nc1ccccc1C(=O)NCc1cccnc1)c1ccc(Cl)cc1Cl
  6	2	1	0	0	4	7	-3	7	-3
6) COC(=O)c1c(NC(NC(=O)CC(C)C)C(Cl)(Cl)Cl)sc2c1CCC2 (stereo unspecified)
  -1	1	2	-7	0	-2	1	-7	-27	-14
7) Cc1onc(-c2ccccc2)c1C(=O)NNC(=O)c1ccccc1
  4	2	-1	0	5	-1	1	-2	9	-6
8) Cc1ccc(-c2ccc(CCC(=O)O)n2-c2ccc(C(=O)O)cc2)cc1
  14	9	6	-1	-3	5	-4	3	3	2
9) COc1cccc(C(=O)Nc2ccc(N3CCN(C(=O)c4ccco4)CC3)cc2)c1
  -3	7	1	0	-4	-2	-3	-2	-4	-2
10) Cc1ccc(C)c(NC(=O)CCC(=O)N/N=C/c2ccc3c(c2)OCO3)c1
  0	-1	-3	-5	4	1	-8	-3	0	-3
11) CCn1nccc1C(=O)Nc1cc(Cl)cc(Cl)c1
  -1	-1	0	6	4	-3	-6	-1	-36	-5
12) C/C(=N\NC(=O)c1ccc(Br)cc1)c1cccc(NC(=O)c2cccnc2)c1
  -3	4	-2	1	7	-1	2	-3	-5	0
13) CN1C(=O)/C(=C/c2cn(CC(=O)NCc3ccco3)c3ccccc23)NC1=S
  8	16	15	-2	-6	12	5	-5	/	0
14) COC(=O)c1cc([N+](=O)[O-])c(C)c(C)n1
  0	1	0	0	-1	-1	-23	-3	6	2
15) CCN(CC)S(=O)(=O)c1cc(NC(=O)C(C)Nc2ccccc2N2CCOCC2)ccc1C (stereo unspecified)
  7	-5	0	-3	0	-2	-6	3	-12	3
16) CC(C)C[C@H](NC(=O)N1CCn2c1nc1ccccc12)C(=O)N[C@@H](C(=O)O)c1ccccc1
  2	27	-1	0	1	0	2	-3	-4	5
17) COc1cc(NC(=O)c2ccc(Br)o2)ccc1NC(=O)C(C)C
  4	-2	1	0	0	7	1	-1	2	-1
18) O=C(CCCn1c(=O)[nH]c2cc(Cl)ccc2c1=O)NCC1CCCO1 (stereo unspecified)
  -8	2	0	9	4	-12	-8	-4	2	-4
19) CC(=O)Nc1ccc(C(=O)N2CCCc3ccccc32)cc1
  -7	-4	-3	-1	-1	-3	-9	-1	1	-5
20) CS(=O)(=O)N(CC(=O)N1CCN(Cc2ccccc2)CC1)c1cccc(F)c1
  3	2	-5	-3	-1	1	0	2	12	4
21) COc1ccc(N2CCN(C(=O)c3cn(Cc4ccccc4)nc3-c3cccnc3)CC2)cc1
  -2	0	2	-2	3	2	4	-1	6	-1
22) COc1cccc(C(=O)N2CCC(Oc3cccnc3)CC2)c1
  3	1	0	4	-1	/	4	-4	/	3
23) COc1ccc(S[C@]2(C(=O)N3CCCC3)CC(=O)N(C(=O)C3CC3)[C@@H]2c2ccc(OC)cc2)cc1
  -2	8	38*	3	0	/	-1	-3	/	-3
24) O=C(COC(=O)C1COc2ccccc2O1)NC(=O)NC1CCCC1 (stereo unspecified)
  4	2	-3	-5	-4	5	1	0	10	6
25) CCN(CC)C(=O)[C@H]1C[C@@H]2[C@H](C[C@@H](c3ccccc3)[C@H]1C)N(c1ccc(F)cc1)C(=O)N2C/C=C(\C)CCC=C(C)C
  -6	7	1	6	1	-1	-9	3	/	-7
26) CC(C)NC(=O)c1cc2nc(-c3ccco3)cc(C(F)(F)F)n2n1
  -9	-5	1	-1	-3	-1	1	3	-2	3
27) COc1ccccc1NC(=O)Nc1nnc(Cc2ccc(F)cc2)s1
  -9	19	-1	1	5	-1	-9	-5	-10	-6
28) COc1ccc(CN2CCN(Cc3cn(C)nc3-c3ccccc3)CC2CCO)c(C)c1C (stereo unspecified)
  2	-8	0	0	0	4	2	-9	8	-14
29) COC(=O)c1c(NC(=O)c2ccco2)sc(C(=O)Nc2ccc(F)cc2)c1C
  0	-1	-4	-3	-2	-2	-4	-1	-39	2
30) CCOC(=O)c1ccccc1NC(=O)CN(c1cccc(OC)c1)S(C)(=O)=O
  -3	-5	0	-6	-4	4	-8	-14	-6	-28

Each structure is followed by: SIAE primary	rCAG binder	PRMT1 inh	MBD2 DNA inh	UHRF1 binding	TCR CD3 inh	ABHD4 inh	NPR2 activator	HTRA1 inhibitor	NPR1 activator
31) O=C(CC1NCCNC1=O)Nc1ccc(Cl)c(Cl)c1 (stereo unspecified)
  13	1	0	2	-3	5	2	4	-1	3
32) COc1ccc(-c2ccc(N)[n+](CCCC(=O)O)n2)cc1
  -4	1	-1	-4	-4	0	2	0	3	1
33) CO/C=C/C#CC1(O)CCN(C)CC1
  -1	-3	-1	4	-3	-8	-1	6	2	-1
34) CC1Cn2c(nnc2-c2cccc(N)c2)S1 (stereo unspecified)
  -7	3	-1	2	-1	9	-5	0	-2	4
35) COc1ccc(CN(C)C(=O)c2cccc(Oc3ccccc3)c2)c(OC)c1OC
  -1	-1	-1	2	-1	8	-1	-4	-4	-15
36) O=C(NC(Cc1cccc(F)c1)C(=O)O)C1CCCCC1 (stereo unspecified)
  7	1	5	12	5	-2	0	6	-3	4
37) C=CCN1C(=O)[C@@H](CC(=O)N2CCC(c3ccccc3)CC2)[C@]2(C(=O)OC)CCCCC=C12
  3	2	-3	2	-2	/	0	3	/	3
38) Cc1ccc(S(=O)(=O)N2C3CCCCC3O[C@H]2CC(=O)c2cccc3ccccc23)cc1 (stereo partly specified)
  -4	7	-1	-7	-2	8	-3	-5	/	0
39) N=C(N)SCc1ccc(Cl)c2ccccc12
  -1	3	4	-5	-2	-9	-1	-5	-4	3
40) CCN1C(=O)[C@H]2[C@@H](c3ccc(-c4cccc(Cl)c4)c(OC)c3)N[C@@](C)(C(=O)OC)[C@H]2C1=O
  5	1	4	7	-3	-5	15	2	-7	-6
41) Cc1nn2cc(-c3ccccc3)nc2[nH]c1=O
  22*	2	-4	-5	2	0	0	-2	4	15
42) CC(C)NC(=O)c1ccccc1NC(=O)C1CCCO1 (stereo unspecified)
  -3	-2	3	6	-4	3	10	7	4	-3
43) CSCCC(NC(=O)COc1ccccc1)C(=O)N(C)Cc1ccc(SC)cc1 (stereo unspecified)
  5	0	1	4	2	-5	3	-1	-7	1
44) COc1ccc(-c2nnc(SCC(=O)NC(=O)Cc3ccccc3)n2C)cc1
  1	1	4	3	3	-7	2	-6	0	-1
45) COc1cc(C=O)ccc1OS(=O)(=O)c1ccc(NC(C)=O)cc1
  5	-1	-2	7	-1	6	-5	-4	7	-2
46) Cc1ccc(NC(=O)CSc2n[nH]c(N)n2)cc1S(=O)(=O)N1CCOCC1
  -5	3	4	1	3	-2	-1	-1	1	1
47) COc1ccc(CC(=O)NCC2CCCN(Cc3cccc(C(F)(F)F)c3)C2)cc1 (stereo unspecified)
  2	-1	-3	-3	-1	-8	1	-4	-15	-6
48) N#Cc1cn(Cc2ccco2)c(=O)[nH]c1=O
  5	2	-3	-2	0	-3	0	-3	-4	0
49) COc1cc2c(cc1OC)C(c1ccccc1OC(C)C)CC(=O)N2 (stereo unspecified)
  0	-2	1	5	3	-5	-3	0	-1	-9
50) Cc1[nH]c(=O)[nH]c(=O)c1NS(=O)(=O)c1ccc2c(c1)CCCC2
  -4	-1	1	2	3	-5	1	6	-9	-2
51) NS(=O)(=O)c1ccc(N=Nc2ccc(O)c3ncccc23)cc1
  5	23	7	-11	-19	-8	13	-5	52*	-2
52) O=[N+]([O-])c1ccc2nc(CCCc3nc4ccc([N+](=O)[O-])cc4[nH]3)[nH]c2c1
  -1	0	-2	2	-1	2	-3	8	-6	4
53) CC1(c2ccc(Cl)cc2)NC(=O)N(CC(=O)N2CCc3ccccc32)C1=O (stereo unspecified)
  -2	4	1	-4	-3	3	-1	-4	-4	0
54) O=c1nc(Nc2ccc(OCc3ccccc3)cc2)sc2ncccc12
  5	3	4	0	1	-2	2	-9	4	-8
55) O=C(NCC1CCCO1)c1cnn2c1NC(c1ccccc1)CC2C(F)(F)F (stereo unspecified)
  -8	-2	-4	0	0	4	-5	-9	-4	-4
56) O=C(COC(=O)c1ccccc1)Nc1ccc2[nH]c(=O)[nH]c2c1
  7	1	2	-6	2	-4	8	1	-2	1
57) COc1cc(/C=C\C(=O)NCc2ccc3c(c2)cc(C)n3C)cc(OC)c1OC
  4	17	4	-4	-7	31*	4	1	-8	-1
58) Nc1sc(-c2ccccc2)cc1C(=O)N1CCNCC1
  3	7	11	0	5	-2	-1	0	/	-3
59) [O-]C1=N[N+](=C(c2ccccc2)c2ccccc2)C1
  1	2	0	0	0	-3	0	2	2	-1
60) Cn1c(Cc2ccc3c(c2)OCO3)nnc1SCC(=O)NC(C)(C)C
  2	-4	0	2	0	-2	0	-1	2	1

From entry 31 up to 33, as listed above:
Each structure is followed by: SIAE primary	rCAG binder	PRMT1 inh	MBD2 DNA inh	UHRF1 binding	TCR CD3 inh	ABHD4 inh	NPR2 activator	HTRA1 inhibitor	NPR1 activator
31) O=C(CC1NCCNC1=O)Nc1ccc(Cl)c(Cl)c1 (stereo unspecified)
  13	1	0	2	-3	5	2	4	-1	3
32) COc1ccc(-c2ccc(N)[n+](CCCC(=O)O)n2)cc1
  -4	1	-1	-4	-4	0	2	0	3	1
33) CO/C=C/C#CC1(O)CCN(C)CC1
  -1	-3	-1	4	-3	-8	-1	6	2	-1

Additional results follow:
Each structure is followed by: SIAE primary	rCAG binder	PRMT1 inh	MBD2 DNA inh	UHRF1 binding	TCR CD3 inh	ABHD4 inh	NPR2 activator	HTRA1 inhibitor	NPR1 activator
61) O=C1c2ccsc2SCCN1Cc1ccccc1Cl
  2	-1	-1	-3	0	3	-2	4	-6	0
62) O=C(Nc1ccc(Cl)cc1Cl)C1CCCO1 (stereo unspecified)
  0	-1	-4	6	2	6	1	2	1	2
63) COc1ccc2c(c1)c(CC(=O)OCC(=O)O)c(C)n2C(=O)c1ccc(Cl)cc1
  1	21	1	1	-1	3	-2	6	-3	3
64) Cc1cccc(NC(=O)CNC(=O)[C@H](CCc2ccccc2)NC(=O)[C@H]2O[C@@H](n3cnc4c(N)ncnc43)[C@H](O)[C@@H]2O)c1C
  14	8	4	0	4	-4	8	-2	/	-3
65) O=C(COC(=O)C1CCN(S(=O)(=O)c2ccccc2)CC1)NC(=O)c1ccc(OC(F)F)cc1
  -16	2	0	3	26*	-5	3	2	12	0
